# CHOP UPR activ: activators of apoptotic arm of unfolded protein response (CHOP); activation, % at 10 µM; 0.34% of 330,000 active; CHO-CHOP luciferase reporter, UPR activation, luminescence; percent of tunicamycin response over DMSO baseline;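 active = at 10 µM dose, activation of 40% or more, normalized to positive control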;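 note: 100% = tunicamycin at 10 µg/mL and 0% = DMSO alone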
#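 Test system: CHO CHOP reporter cells. Input: 500 CHO-CHOP cells per well. Medium: F12 with 10% FBS. Technique: luciferase luminescence. Measure: percent activation relative to tunicamycin control. Dosing: 10 µM compound, 0.5% DMSO. Timing: 16-18 h cell attachment, then 6 h compound exposure, 37 °C.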
# UPR XBP1 act: activators of adaptive arm of unfolded protein response (XBP1); CHO-XBP1 luciferase reporter, IRE1-XBP1 UPR activation, luminescence; percent of tunicamycin response, DMSO as zero; activation, % at 20 µM; 0.33% of 330,000 active; AID 463104;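 active = versus positive control, 20 µM dose yields 30% or more activation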;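 note: 100% = tunicamycin at 10 µg/mL and 0% = DMSO only wells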
#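 assay system = CHO-XBP1 luciferase reporter cells | amount = 1000 cells/well | buffer or medium = F12 plus 10% FBS | compound dosing = single point, 20 µM final compound, 1% DMSO | incubation = 16-18 h cell attachment at 37 °C, then 6 h compound exposure | detection = Steady-Glo luminescence read | controls = tunicamycin 10 µg/mL and vehicle-only wells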
# NALP3 yeast inh: NALP3 inhibition in yeast; Yeast reconstituted NLRP3/ASC/caspase-1, beta-gal luminescence, 24 h; inhibition, % at 10 µM; 0.39% of 330,000 active; AID 2825;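 active = inhibition of 50% or more; inactive = inhibition below 50%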;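 note: plate controls were induced DMSO wells for no effect and uninduced yeast grown without galactose for full effect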
# TIM10 inh: growth inhibitors of TIM10 yeast strain; 1.4% of 330,000 active; inhibition, % at 10 µM; S. cerevisiae TIM10 strain growth, BacTiter-Glo luminescence, 24 h;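 active = inhibition of 40% or more at the single tested concentration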;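 note: wild-type TIM10 isogenic control strain grown at permissive 25 °C; 0% = DMSO yeast wells and 100% = minimal medium wells without yeast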
# tim23-1 inh: growth inhibitors of tim23-1 mutant yeast. inhibition, % at 20 µM. S. cerevisiae tim23-1 growth, BacTiter-Glo luminescence, 24 h. 1.3% of 330,000 active;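 active = growth inhibition of the mutant yeast at or above 50%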;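 note: temperature-sensitive mutant grown at 25 °C; plate controls were DMSO-treated mutant yeast for no effect and medium wells lacking yeast for full effect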
# NR3A LBD binder: modulators (binders) of human NR3A ligand-binding domain. NR3A LBD differential scanning fluorimetry, Tm shift; 0% = protein alone, 100% = glycine-bound protein. Tm shift relative to glycine control, % at 25 µM. 2.5% of 340,000 active. AID 1259313;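 active = melting temperature shift of at least 10% of the positive control shift, at one fixed dose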
# APJ agonist: agonists of human APJ apelin receptor; 0.11% of 330,000 active; P35414; CHO-K1 APJ PathHunter beta-arrestin, luminescence; 0% DMSO wells, 100% apelin; activation, % at 20 µM;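 active = activation more than six SD over the plate average, tested at 20 µM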;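 note: 0% = DMSO alone and 100% = apelin-13 at 10 nM; some results filed as inactive read as strong as hits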
#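 Incubation: overnight seeding, 90 min compound at 25 °C, 1 h detection; test system: PathHunter CHO-K1 APJ (AGTRL-1) beta-arrestin reporter cells; amount: 1000 cells/well; doses: one dose, 20 µM compound, 1% DMSO; measured by: beta-gal luminescence; measure: agonist-driven arrestin binding to APJ; benchmarks: negative DMSO alone, positive Apelin-13 at 10 nM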
# Mdm2 MdmX PPI: human Mdm2/MdmX binding inhibition; O15151+Q00987; SaOS-2 split-luciferase Mdm2/MdmX complementation, luminescence; inhibition, % at 8 µM; 3% of 330,000 active; AID 485346;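 active = inhibition of at least 50% at 8 µM in the primary screen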
# Target sequence (O15151 whole entry, looked up): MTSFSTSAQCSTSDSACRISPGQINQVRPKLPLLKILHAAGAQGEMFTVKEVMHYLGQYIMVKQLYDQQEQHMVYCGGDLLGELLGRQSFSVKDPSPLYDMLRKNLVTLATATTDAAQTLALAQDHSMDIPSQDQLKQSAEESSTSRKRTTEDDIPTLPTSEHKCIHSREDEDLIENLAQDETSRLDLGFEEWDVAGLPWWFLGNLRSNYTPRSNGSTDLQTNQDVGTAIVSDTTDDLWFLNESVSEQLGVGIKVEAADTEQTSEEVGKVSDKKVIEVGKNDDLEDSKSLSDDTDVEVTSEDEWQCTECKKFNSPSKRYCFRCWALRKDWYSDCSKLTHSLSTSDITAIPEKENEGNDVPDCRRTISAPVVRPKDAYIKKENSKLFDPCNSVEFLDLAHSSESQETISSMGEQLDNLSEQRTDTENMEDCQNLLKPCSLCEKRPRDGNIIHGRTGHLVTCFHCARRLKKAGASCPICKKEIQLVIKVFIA
# Target sequence (Q00987 whole entry, looked up): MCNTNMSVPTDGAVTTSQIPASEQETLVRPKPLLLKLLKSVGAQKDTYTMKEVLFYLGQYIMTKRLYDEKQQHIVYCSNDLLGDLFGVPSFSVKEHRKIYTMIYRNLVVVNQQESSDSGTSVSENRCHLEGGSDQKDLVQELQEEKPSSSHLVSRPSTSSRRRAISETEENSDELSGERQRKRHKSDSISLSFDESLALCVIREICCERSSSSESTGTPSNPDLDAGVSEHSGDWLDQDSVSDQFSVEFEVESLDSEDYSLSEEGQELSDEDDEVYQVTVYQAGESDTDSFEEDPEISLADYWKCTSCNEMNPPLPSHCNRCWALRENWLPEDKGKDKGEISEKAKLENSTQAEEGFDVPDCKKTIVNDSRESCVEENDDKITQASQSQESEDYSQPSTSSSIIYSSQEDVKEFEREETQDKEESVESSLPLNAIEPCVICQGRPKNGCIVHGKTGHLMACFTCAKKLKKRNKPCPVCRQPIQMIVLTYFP
# tim10-1 inh: tim10-1 yeast growth inhibition; S. cerevisiae tim10-1 ts strain growth, BacTiter-Glo, 24 h; inhibition, % at 20 µM; 2.2% of 330,000 active;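 active = inhibition of at least 40%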;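 note: mutant grown at 25 °C; 0% = DMSO wells with yeast and 100% = wells holding no yeast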
# The depositor's hits bear a star.
SMILES,CHOP UPR activ,UPR XBP1 act,NALP3 yeast inh,TIM10 inh,tim23-1 inh,NR3A LBD binder,APJ agonist,Mdm2 MdmX PPI,tim10-1 inh
CCS(=O)(=O)c1nc(S(=O)(=O)c2ccc(Cl)cc2)c(N2CCOCC2)s1,2.9,-3.1,9.2,10.5,24.2,-1.1,-3.8,45.4,28.7
O=C(Nc1cccc(-c2cnc3ccccc3n2)c1)c1ccc(Cl)cc1,6.0,4.5,4.7,-9.6,-4.3,1.5,-4.2,48.2,-5.4
CC1CN(c2ccc(Cl)cc2)c2nc3c(c(=O)[nH]c(=O)n3C)n2C1 (stereo not given),-2.5,9.6,-1.9,7.0,2.0,0.9,-2.7,-6.1,26.8
CCOC(=O)N1CCN(C(=O)COC(=O)c2oc3ccc(OC)cc3c2C)CC1,2.8,-0.4,6.7,6.1,14.6,3.3,-2.2,-9.8,10.3
CCOc1cccc2cc(C(=O)Nc3cc(C)on3)c(=O)oc12,2.4,1.2,-0.3,6.4,-7.5,0.0,-2.4,-19.6,8.8
Cc1ccc(C(C)C)c(OCC(=O)OCC(=O)NC2CC2)c1,-0.3,-0.5,11.5,-0.9,2.6,6.0,0.8,2.2,-2.0
O=C(O)CSCC(=O)Nc1cccc(C(F)(F)F)c1,-1.1,-1.7,17.3,-7.1,27.2,0.0,-3.8,-19.3,0.8
CCc1ccc(C(=O)CN2C(=O)C(C)N(c3ccc(C)cc3)C2=O)cc1 (stereo not given),1.2,-1.2,1.4,8.3,3.9,1.9,-2.6,-11.5,13.8
COc1ccc2c(c1)CCc1sc(NC(=O)c3ccco3)nc1-2,7.9,5.1,27.3,18.6,42.3,-7.2,-2.6,-59.4,26.1
C1=C(N2CCOCC2)/C(=C/c2nc3ccccc3[nH]2)CC1,-3.2,3.1,30.8,14.6,3.8,-6.7,-3.3,1.1,16.0
NC1=NC[C@H](c2ccccc2)N1CC1CCCCC1,-1.2,3.1,18.4,5.8,13.6,-2.1,-2.1,15.0,21.1
Cc1ccc(OCc2nnc(SCC(=O)NC3CCCCC3)n2C)cc1,1.8,-3.2,0.9,9.2,14.8,0.9,-2.5,0.8,18.0

# An excerpt from above in order of their number in UPR XBP1 act, descending.
Molecule | UPR XBP1 act | NALP3 yeast inh | NR3A LBD binder | Mdm2 MdmX PPI
C1=C(N2CCOCC2)/C(=C/c2nc3ccccc3[nH]2)CC1 | 3.1 | 30.8 | -6.7 | 1.1
CCS(=O)(=O)c1nc(S(=O)(=O)c2ccc(Cl)cc2)c(N2CCOCC2)s1 | -3.1 | 9.2 | -1.1 | 45.4
Cc1ccc(OCc2nnc(SCC(=O)NC3CCCCC3)n2C)cc1 | -3.2 | 0.9 | 0.9 | 0.8

# The list goes on.
SMILES,CHOP UPR activ,UPR XBP1 act,NALP3 yeast inh,TIM10 inh,tim23-1 inh,NR3A LBD binder,APJ agonist,Mdm2 MdmX PPI,tim10-1 inh
Cc1ccc(C(=O)Cn2c(=N)n(N)c3ccccc32)cc1,3.4,-2.9,13.9,8.3,1.6,2.0,0.8,-20.0,8.2
CCC(C(=O)Nc1ncccn1)(C(F)(F)F)C(F)(F)F,-2.0,-5.6,10.1,2.4,-0.8,-0.2,-2.4,9.6,12.0
CCCCNc1nnc(SCC(=O)c2c(N)n(C3CC3)c(=O)[nH]c2=O)s1,0.1,-1.9,15.5,1.3,-6.4,1.2,-1.2,11.0,-5.3
O=C(Nc1ccccc1OCc1ccccc1)c1ccccc1Br,-2.1,0.5,20.9,-23.8,42.1,0.7,-3.7,14.3,-7.6
O=C(CNC(=O)c1ccc(Cl)cc1Cl)OCC(=O)c1ccc2c(c1)OCCO2,3.5,2.0,3.3,17.7,22.5,5.0,1.8,-7.3,21.6
CCOc1ccc2nc(NC(=O)c3c([N+](=O)[O-])cnn3CC)sc2c1,3.1,-2.5,0.9,22.8,22.3,-2.0,-2.1,16.2,11.4
CCN(CC(=O)Nc1ccc(NC(C)=O)cc1)C(=O)c1c(C)nn(-c2ccc(F)cc2)c1Cl,-0.5,0.5,-2.1,2.7,6.3,-0.3,2.1,-4.9,20.6
CCNC(=O)CC1C(=O)N(CC)C(=S)N1NC(=O)c1cccnc1 (stereo not given),1.0,-1.4,-14.3,3.7,3.3,0.2,-0.5,19.4,0.5
CCOc1ncccc1C(=O)Nc1ccc(-c2cn3ccsc3n2)cc1,0.4,4.7,0.9,14.8,-1.6,-1.0,2.2,19.3,7.8
O=C(CNc1cccc(S(=O)(=O)N2CCCCCC2)c1)Nc1cccc([N+](=O)[O-])c1,-0.1,-1.6,7.0,10.8,22.2,5.8,-5.1,43.0,25.3
O=C(CCC(=O)Nc1ccc(F)cc1)N/N=C/c1ccccc1,2.3,-1.7,10.1,-7.9,-3.0,-0.2,-3.3,7.9,1.1
Cc1cccc(C)c1OCCCN1CCCC1,-2.3,-3.2,9.8,2.7,4.7,-0.4,-4.0,5.6,6.2

# Limited to APJ agonist, NALP3 yeast inh and tim10-1 inh, for some of the entries so far:
Molecule,APJ agonist,NALP3 yeast inh,tim10-1 inh
CCNC(=O)CC1C(=O)N(CC)C(=S)N1NC(=O)c1cccnc1 (stereo not given),-0.5,-14.3,0.5
Cc1cccc(C)c1OCCCN1CCCC1,-4.0,9.8,6.2
Cc1ccc(C(=O)Cn2c(=N)n(N)c3ccccc32)cc1,0.8,13.9,8.2
CCCCNc1nnc(SCC(=O)c2c(N)n(C3CC3)c(=O)[nH]c2=O)s1,-1.2,15.5,-5.3
O=C(CNc1cccc(S(=O)(=O)N2CCCCCC2)c1)Nc1cccc([N+](=O)[O-])c1,-5.1,7.0,25.3
CCOc1ccc2nc(NC(=O)c3c([N+](=O)[O-])cnn3CC)sc2c1,-2.1,0.9,11.4

# (next part)
SMILES,CHOP UPR activ,UPR XBP1 act,NALP3 yeast inh,TIM10 inh,tim23-1 inh,NR3A LBD binder,APJ agonist,Mdm2 MdmX PPI,tim10-1 inh
CC1CN(CC(=O)Nc2ccc(Br)cn2)CC(C)O1 (stereo not given),0.0,-5.8,4.9,-3.4,2.2,-2.6,-2.1,11.4,-18.7
CC1=CC(=C(C#N)C#N)C=C(C)N1CCN1CCN(C(=O)Nc2ccc(Cl)c(Cl)c2)CC1,-1.8,-4.6,-15.2,7.7,2.6,17.8*,-0.5,24.0,12.9
CCn1ncc(Cl)c1C(=O)NC(=S)Nc1ccccc1Br,-1.7,0.6,1.8,27.3,35.1,1.1,-1.0,19.7,36.1
CCOc1ccc(Cc2nnc(SCC(N)=O)n2C)cc1,0.0,-1.6,-3.4,3.2,-14.4,9.7,-4.8,-18.4,14.1
CCOC(=O)CN1N=C(c2ccc(Cl)cc2)CCC1=O,0.7,1.5,8.5,-3.9,10.2,-2.0,-0.8,20.8,18.6
CC(=O)Nc1ccccc1NC(=O)c1cccc2ccccc12,0.2,0.6,8.1,12.7,24.0,0.5,-1.5,-4.9,26.3
Cc1c(/C=C2\SC(=O)N(CC(=O)Nc3ccc4c(c3)OCO4)C2=O)c2ccccc2n1C,-1.5,2.4,21.2,-2.1,-4.3,0.7,-4.2,39.4,-1.6
O=C(O)C(=O)Cc1c[nH]c2ccccc12,1.3,-1.4,1.4,11.3,18.1,-3.7,-0.4,13.3,10.0
O=C(c1c(F)cccc1F)N(C1CCCCC1)C1CCCCC1,1.3,-2.2,4.0,-0.2,32.9,0.5,-2.6,13.8,25.8
COc1ccc(N2C(=O)/C(=C\c3ccco3)N=C2SCC(=O)NC(C)(C)C)cc1Cl,2.2,0.3,9.0,14.6,34.9,-14.3,-0.6,13.2,37.0
CSc1ccccc1Sc1cc(C(=O)O)c2ccccc2n1,0.2,-2.3,12.1,7.7,8.1,2.4,-2.5,6.6,9.3
Nc1nc(Cl)nc(N(c2ccccc2)c2ccccc2)n1,-1.9,1.0,4.9,14.8,15.2,-1.3,-2.6,1.8,25.5
COCCCN1CC(=O)N2C(c3ccc(OC)c(OC)c3)c3[nH]c4ccccc4c3C[C@H]2C1=O (stereo not given in full),0.8,-1.1,4.9,12.6,12.9,0.6,-0.7,-8.3,21.5
Cn1c(C(=O)O)ccc1S(=O)(=O)N(Cc1ccccc1)Cc1ccccc1,2.2,-2.3,-2.1,19.4,15.3,-2.2,-2.5,34.1,11.3
CC(OC(=O)Cc1c[nH]c2ccccc12)C(=O)c1ccccc1 (stereo not given),1.0,0.8,4.5,9.2,29.3,-1.6,-2.4,-1.7,14.0
COc1ccc(NC(=O)Nc2ccc(F)c(F)c2)c(OC)c1,2.7,2.5,7.8,11.6,5.0,21.9*,-4.7,-13.5,18.2
Cc1ccc(C(=O)Nc2cccc(-c3cnc4ccccc4n3)c2)cc1,-0.3,3.5,6.0,-6.1,-5.3,-0.1,1.2,29.6,-4.4
Cc1nn(Cc2c(Cl)cccc2Cl)c(C)c1N,1.0,1.8,4.3,-2.9,4.2,0.5,-1.4,11.6,13.8
Cc1nc2ccccc2n1CC(=O)OCC(=O)N1CCC(C)CC1,1.9,-2.2,22.4,-4.0,1.7,1.8,-1.4,-3.3,-7.5
COc1ccccc1NC(=O)CSc1nnc(CC(=O)Nc2ccccc2C)n1C,-0.6,-1.0,-2.3,10.0,4.5,-1.3,0.4,13.1,0.0
O=C(/C=C/c1cc([N+](=O)[O-])ccc1OC(F)F)NCc1ccc(F)cc1,1.9,-1.9,17.3,-3.9,17.6,-2.2,-2.3,13.9,9.4
Cc1ccc(C(=O)N2CCOCC2)cc1S(=O)(=O)N1CCCCC1,0.0,-4.2,5.9,-5.5,-1.6,-0.6,3.0,9.9,2.7
CC(C)N(C(=O)Cn1c(-c2ccccc2Cl)nc2ccccc21)c1ccccc1,0.6,1.9,-13.7,31.8,32.6,-0.5,-4.9,23.3,27.2
CC(C)=CC(=O)Nc1ccc(Cl)cc1,6.6,2.0,38.2,9.6,10.1,-36.6,0.7,-95.7,10.7
CCOc1ccc(C=NNC(=O)c2ccc(-n3cnnn3)cc2)cc1,0.8,1.1,21.5,-5.2,-2.6,1.5,-3.7,33.0,5.1
Cc1cc(SCc2cccc(Cl)c2)nc(=O)[nH]1,-0.8,2.8,-9.3,-0.4,7.0,-1.5,-2.2,5.5,-6.1
O=C(Nc1ccccc1F)c1ccn[nH]1,3.3,-0.8,19.2,-4.0,-6.9,0.6,-0.9,-13.7,-19.4
Cc1ccc(-c2cc(C(F)(F)F)n3ncc(C(=O)N4CCCCC4c4cccnc4)c3n2)cc1 (stereo not given),-0.3,0.3,2.7,33.1,29.3,-2.1,1.9,21.5,28.9
CS(=O)(=O)c1ccc(-c2cccc(NC(=O)COc3ccc(Cl)cc3)c2)nn1,7.3,-1.8,-0.9,3.7,-16.4,0.8,1.8,17.7,-4.7
COc1ccc(-n2ncc3c(N(C)C4CCCCC4)ncnc32)cc1,-9.3,-8.7,9.8,9.6,42.7,0.2,3.4,88.4*,15.6
O=C(O)c1ccc(NS(=O)(=O)c2ccc3nnn(O)c3c2)cc1,-0.7,4.0,10.2,-0.8,7.7,-0.2,0.3,2.5,13.6
CN(C)S(=O)(=O)Nc1ccc2c(c1)Cc1ccccc1-2,0.9,1.4,31.2,7.0,21.4,-31.7,-1.5,-4.8,1.6
